esBAF inh = inhibitors of esBAF chromatin remodeling in mouse ES cells | Bmi1-luciferase knock-in reporter, 24 h; 100% = twice the neutral-well signal | reporter increase, % at 12.5 µM | hit rate 2% among 350,000 | AID 602393; in the data active = activation above about 40%; inconclusive = no clear call, values can overlap the other calls;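 also: 0% = median of the plate's neutral control wells and 100% = double that signal; a rise in the Bmi1 reporter signal indicates esBAF inhibition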
RAD52 anneal inh = inhibitors of human RAD52 DNA annealing. hit rate 0.46% among 360,000. P43351. inhibition, % at 18.7 µM. AID 651710. recombinant RAD52 DNA annealing, FRET fluorescence;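 active = every replicate showing at least 50% inhibition; inconclusive = mean inhibition at least 50% but not in every replicate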
RAD54 branch = RAD54 (human) branch migration inhibition; RAD54 Holliday junction branch migration, FAM/BHQ fluorescence; inhibition, % at 10.4 µM; hit rate 0.14% among 360,000;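 active = mean normalized replicate activity at least 40 and at least half of replicates scoring 40 or more; inconclusive = only one of the two criteria met; inactive = mean below 40 and under half of replicates reaching 40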;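 also: 0% = median of neutral control wells and 100% = median of positive control wells; inhibitors cause a drop in the FAM fluorescence signal; in these data hits start at about 50%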
ERp5 block = inhibitors of human ERp5; AID 651711; inhibition, % at 9.99 µM; Q15084; hit rate 0.05% among 350,000; ERp5 insulin aggregation, absorbance 650 nm, 90 min;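 active = mean replicate inhibition above about 25%, with every replicate also reaching it, limit read from the data, passing the limit was not always enough; inconclusive = only one of those two criteria met; inactive = neither criterion met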
XiGFP reactiv = activators of X-chromosome reactivation in mouse fibroblasts; XiGFP mouse fibroblasts, % GFP-positive cells imaging, 3 d; cells co-treated with 5-aza-dC sensitizer; scaled so ellipticine positive control = 100%; activation, % at 7.58 µM; hit rate 0.055% among 360,000; AID 743238;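 active = mean normalized replicate activation at least 10% and every replicate at or above 10%; inconclusive = only one of the two criteria met; inactive = mean below 10% and not all replicates reach 10%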;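 also: 0% = median of on-plate neutral control wells and 100% = ellipticine 6 µM median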
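assay system = SV40-immortalized XiGFP fibroblast cells, line 68-5-11 | buffer or medium = DMEM plus 5-aza-dC sensitizer | doses = single-point pinned compound dosing | times = 3-day compound exposure, then 15 min fixation at room temperature | benchmarks = positive control ellipticine, 6 µM final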
S100A4 MyoIIA = S100A4-myosin IIA interaction inhibition. hit rate 0.14% among 360,000. inhibition, % at 10.7 µM. S100A4/TAMRA-MyoIIA peptide fluorescence polarization;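 active = mean inhibition of at least 70% across replicates, with every replicate also reaching that level; inconclusive = mean inhibition reaches 70% but some replicates fall short; inactive = mean inhibition below 70%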
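Compound dosing: one dose per compound; test system: human S100A4 monomer with TAMRA-labelled myosin IIA peptide; probe or stimulus: TAMRA-labelled myosin IIA heavy-chain peptide probe, 5 nM; medium: HEPES buffer with Ca2+, pH 7.2; schedule: 5 min incubation before reading; benchmarks: neutral control DMSO, positive control TFP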
ERAP1 inh = ERAP1 (human) enzyme inhibition; Q9NZ08; AID 652197; recombinant ERAP1, Leu-AMC fluorescence, 60 min; inhibition, % at 10.7 µM; hit rate 0.15% among 340,000;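 active = mean replicate inhibition of at least 30%, or all replicates individually reaching that 30% level; inactive = mean below 30% and not every replicate reaching it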;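 also: 0% = neutral control wells and 100% = L-leucinethiol positive control wells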
Target sequence (Q9NZ08 whole entry, looked up): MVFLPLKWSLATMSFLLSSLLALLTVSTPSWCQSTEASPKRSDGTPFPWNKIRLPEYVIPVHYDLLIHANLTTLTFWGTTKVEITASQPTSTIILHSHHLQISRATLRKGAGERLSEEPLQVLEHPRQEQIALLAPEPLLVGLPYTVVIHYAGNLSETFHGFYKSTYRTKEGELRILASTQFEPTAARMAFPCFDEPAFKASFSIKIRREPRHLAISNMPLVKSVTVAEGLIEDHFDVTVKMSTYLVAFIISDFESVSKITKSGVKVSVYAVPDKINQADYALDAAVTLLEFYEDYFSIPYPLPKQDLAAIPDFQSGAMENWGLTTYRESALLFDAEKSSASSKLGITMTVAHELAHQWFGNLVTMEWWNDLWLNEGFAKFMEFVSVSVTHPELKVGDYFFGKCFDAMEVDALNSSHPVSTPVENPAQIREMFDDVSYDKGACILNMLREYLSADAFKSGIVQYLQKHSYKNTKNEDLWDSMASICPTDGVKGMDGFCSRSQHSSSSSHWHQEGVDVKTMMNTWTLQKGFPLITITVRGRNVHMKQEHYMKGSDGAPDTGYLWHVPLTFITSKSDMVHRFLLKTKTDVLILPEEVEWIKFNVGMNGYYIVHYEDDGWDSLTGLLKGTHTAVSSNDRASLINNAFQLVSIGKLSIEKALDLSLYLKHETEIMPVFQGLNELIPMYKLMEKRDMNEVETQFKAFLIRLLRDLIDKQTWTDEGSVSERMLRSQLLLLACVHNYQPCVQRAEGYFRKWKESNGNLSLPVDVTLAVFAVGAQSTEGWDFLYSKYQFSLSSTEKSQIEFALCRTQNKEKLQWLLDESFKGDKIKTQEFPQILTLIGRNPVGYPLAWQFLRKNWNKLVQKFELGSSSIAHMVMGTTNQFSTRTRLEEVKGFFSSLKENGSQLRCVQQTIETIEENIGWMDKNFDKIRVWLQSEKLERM
E-sel inducer = induces E-selectin expression in human endothelial cells. hit rate 0.37% among 260,000. P16581. activation, % at 7.58 µM. HUVEC E-selectin immunofluorescence imaging; normalized: neutral wells 0, TNF-alpha wells 100;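 active = mean E-selectin-positive cell signal at least 10% of the positive control, reached in at least 60% of replicates, without over 20% cell loss; inconclusive = no rule given, readout overlaps actives, possibly toxicity-flagged; inactive = the rest, including those meeting only one limit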;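 also: in these data hits start at about 27%; measured in HUVEC primary endothelial cells; signal is the percent of cells scored E-selectin positive by PE staining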
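System: HUVEC / Compound: single concentration / Signal: immunofluorescence imaging / Read-out: percent E-selectin-positive cells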
Starred values were filed as active, the others as inactive; ? = inconclusive; . = not tested or not shown; & = joins results of further samples.

Values run as follows: RAD54 branch	ERp5 block	RAD52 anneal inh	S100A4 MyoIIA	XiGFP reactiv	ERAP1 inh	E-sel inducer	esBAF inh
O=C(Cc1ccccn1)NCC[C@H]1CC[C@@H](NC(=O)Nc2ccccc2)[C@H](CO)O1
 : -3	0	-13	-13	-0.3	3	-0.2	0
Nc1nc(Nc2ccc(Cl)cc2)c(NC=O)c(=O)[nH]1
 : 0	0	-6	-3	?	-3	-0.1	-6
O=C(NCc1cc(Cl)cc(Cl)c1)c1csc([C@@H]2C[C@H](O)[C@@H](CO)O2)n1
 : 2	3	-9	0	0.2	0	1.3	5
COc1ccc2c3c([nH]c2c1)[C@H](CO)N(Cc1ccncc1)CC31CCN(C(=O)c2cccnc2)CC1
 : .	4	-97	-10	0.2	-2	0.4	.
COc1ccc(CCC(=O)Nc2nnc(C(C)(C)C)s2)cc1
 : -7	4	-10	-3	0.0	-1	2.4	-4
O=C(CCC1CCCN(C(=O)c2ccc3c(c2)OCCO3)C1)NCc1ccccc1F (configuration not stated)
 : -15	-2	-2	-6	0.1	-4	.	-6
Cc1cccc(N2CCN(C(=O)CN3C(=O)NC(C)(C)C3=O)CC2)c1C
 : .	6	-9	5	-0.1	.	-0.6	.
CC(=O)Nc1sc(C)c(C)c1C(=O)OCC(=O)NCc1ccc(F)cc1
 : -1	-3	2	1	0.2	0	-0.3	-4
COC(=O)C1=C(C)N(Cc2ccc(C(F)(F)F)cc2)C(=NCC2CC2)NC1c1cccc(Cl)c1 (configuration not stated)
 : .	-1	-16	-3	0.0	1	0.7	.
Nc1cc(=O)[nH]c(SCC(=O)c2ccc(O)cc2O)n1
 : -6	1	-28	1	0.2	1	-0.2	6
CCc1ccccc1NC(=O)N1CCC(NC(=O)C(Cc2ccccc2)NC(C)=O)CC1 (configuration not stated)
 : .	8	-4	-11	0.0	-3	.	.
COc1ccccc1NC(=O)Nc1ccccc1C(=O)NCCCN1CCOCC1
 : .	2	-5	-5	0.0	6	0.1	7
CN1C(=O)c2cc(NC(=O)Cc3ccccc3)ccc2OC[C@@H]2O[C@H](CC(=O)NC3CCC3)CC[C@@H]21
 : 4	0	2	11	0.3	0	0.1	0
CCCn1c(NC(=O)C2CCN(C(=O)c3ccccc3C)CC2)nc2ccccc21
 : 0	-4	-8	-3	-0.1	-6	-0.3	3
Fc1ccc(NC(=S)N/N=C/c2ccc(F)c(F)c2)cc1
 : .	1	-11	1	0.2	0	0.5	.
Cc1ccc(C(=O)N2CC3(C)CN(C(=O)c4ccc(C)cc4)CC(C)(C2)C3=O)cc1
 : -12	-1	-13	-2	0.3	3	.	-13
O=C(CCN1C(=O)/C(=C\c2ccccc2)SC1=S)N1CCOCC1
 : .	5	-6	-3	0.1	2	.	-4
Cc1cc(/C=C(/C#N)c2cccc(Cl)c2)c(C)n1C
 : -13	8	-22	-17	0.0	0	.	.
Cc1ccc(NC(=O)Cn2c(=O)c3cccn3c3ccccc32)c(Cl)c1
 : .	6	-32	15	0.2	-5	0.5	.
O=C(NCC1CCCO1)c1cc([N+](=O)[O-])ccc1N1CCC(Cc2ccccc2)CC1 (configuration not stated)
 : 4	3	-11	-5	0.4	0	-0.5	-3

Looked up by compound from above, 2 records:
Values run as follows: RAD54 branch	ERp5 block	RAD52 anneal inh	S100A4 MyoIIA	XiGFP reactiv	ERAP1 inh	E-sel inducer	esBAF inh
Cc1cc(/C=C(/C#N)c2cccc(Cl)c2)c(C)n1C
 : -13	8	-22	-17	0.0	0	.	.
Nc1cc(=O)[nH]c(SCC(=O)c2ccc(O)cc2O)n1
 : -6	1	-28	1	0.2	1	-0.2	6

Later entries
Values run as follows: RAD54 branch	ERp5 block	RAD52 anneal inh	S100A4 MyoIIA	XiGFP reactiv	ERAP1 inh	E-sel inducer	esBAF inh
CCc1ccc(OCC(=O)OCC(=O)c2ccc3c(c2)NC(=O)CO3)cc1
 : -3	2	-4	-4	.	-7	.	-9
O=NC1=C(c2c(O)[nH]c3ccccc23)CCCC1
 : .	-8	-11	0	.	4	.	6
C[C@H]1CN([C@@H](C)CO)S(=O)(=O)c2ccc(Br)cc2O[C@@H]1CN(C)Cc1cccc(F)c1
 : -5&1	2&7	1&7	-1&-13	0.0&-0.2	7&1	0.7&-2.0	2&-5
Cc1ccc(CN(C(=O)Cc2cccs2)C(C(=O)NC2CCCC2)c2ccncc2)cc1 (configuration not stated)
 : -4	-4	-91	-1	0.1	2	0.6	-11
C[C@@H]1CN([C@@H](C)CO)C(=O)c2cccc(NC(=O)C3CC3)c2O[C@H]1CN(C)C(=O)NC1CCCCC1
 : -14	-2	12	14	-0.5	-3	0.1	2
CC(NC(=O)COC(=O)COc1ccc(C(=O)c2ccccc2)cc1)c1ccccc1 (configuration not stated)
 : -8	-7	-7	0	0.1	-2	.	2
Cc1cc(C(=O)CN2C(=O)NC(CCS(C)(=O)=O)C2=O)c(C)n1C1CC1 (configuration not stated)
 : -3	0	-5	-1	-0.2	1	.	-4
COc1ccc(C(=O)C2CCN(CC(=O)Nc3ccc(C)cc3)CC2)cc1
 : 3	-1	-11	-4	0.1	2	.	3
C[C@H](CO)N1C[C@H](C)[C@@H](CN(C)Cc2ccc(C(=O)Nc3ccccc3N)cc2)Oc2c(NC(=O)C3CCOCC3)cccc2C1=O
 : -5	-11	5	-14	-0.7	-3	-0.1	2
O=C(Nc1ccc(OC(F)F)cc1)c1ccccn1
 : .	3	-3	-8	0.0	-4	8.2	11
COc1cccc(C2CC(c3cccs3)=NN2C(=O)CSC2=NCCS2)c1OC (configuration not stated)
 : -10	1	-14	5	0.1	1	-0.9	-3
COc1ccc(NC(=S)Nc2ccc3c(c2)c(=O)n(C)n3-c2ccccc2)cc1
 : -3	-2	-25	-5	0.0	-1	3.7	0
Cc1ccc(Cl)cc1N1CCN(S(=O)(=O)c2ccc3[nH]c(=O)c(=O)[nH]c3c2)CC1
 : -11	-3	-6	-7	0.0	2	.	-2
CNC1(C(N)=O)CCN(Cc2ccccc2)CC1
 : 0	2	-16	8	0.4	-1	-0.2	-3
CC(C)C[C@H](CO)Nc1nc(N(C)c2cccc(Cl)c2)c2ncn(C(C)C)c2n1
 : -4	5	-3	-3	0.1	2	0.2	0
COc1ccccc1CCC(=O)N1CCC(n2nccc2NC(=O)C2CCOC2)CC1 (configuration not stated)
 : 2	9	-20	-13	0.1	-4	-0.1	4
CC1(NC(=O)NCCCCCCNC(=O)NC2(C)CCS(=O)(=O)C2)CCS(=O)(=O)C1 (configuration not stated)
 : -12	2	3	-3	0.0	2	.	-8
COc1ccccc1-c1cnc2c(c1)C(=O)N([C@@H](C)CO)C[C@@H](C)[C@@H](CN(C)Cc1cccnc1)O2
 : 4	-4	2	2	1.1	-2	0.2	-1
CCC(=O)N1N=C(c2ccc(NS(=O)(=O)c3ccccc3)cc2)CC1c1ccco1 (configuration not stated)
 : -15	2	-17	-1	0.1	-3	.	5
COc1ccc(CNC(=O)CN2CCC(n3nnc4cc(F)ccc43)CC2)cc1
 : .	9	-17	0	0.0	2	-0.6	.
Cc1ccc(S(=O)(=O)NCC(C)NS(=O)(=O)c2ccccc2[N+](=O)[O-])cc1 (configuration not stated)
 : -12	2	4	-1	0.3	-2	0.1	-8
CC(=O)N(C)C[C@@H]1Oc2cc(-c3ccc(C)cc3)ccc2S(=O)(=O)N([C@H](C)CO)C[C@H]1C
 : -6	1	12	?	0.0	0	.	4
CN(CC(=O)Nc1ccccc1Br)CC(=O)Nc1ccccc1C(F)(F)F
 : -26	2	-4	-3	0.1	2	0.6	8
CCOc1ncccc1C(=O)Nc1nc(SC)ns1
 : -6	4	-21	2	0.3	0	0.7	30
Cc1ccc(S(=O)(=O)Nc2ccc3c(c2)C(=O)N([C@@H](C)CO)C[C@@H](C)[C@H](CN(C)S(=O)(=O)c2cccs2)O3)cc1
 : 0	-3	-23	2	-0.7	0	-0.3	0
OC(CN1CCCCC1)c1ccc(Br)cc1 (configuration not stated)
 : 6	5	0	-4	-0.1	3	0.7	-13
COc1cc(C2NC(=S)NC(C)=C2C(=O)Nc2cc(C)cc(C)c2)ccc1O (configuration not stated)
 : .	-4	-6	0	0.2	4	-0.1	.
Cn1c(SCc2ccccc2)nnc1-c1ccncc1
 : 3	8	-20	-2	.	4	.	3
Cc1ccccc1-c1cnc(C(O)c2cccc(C)c2C)[nH]1 (configuration not stated)
 : 9	5	-4	-9	-0.1	-1	-0.1	-1
CCOC(=O)c1ccccc1NC(=O)CSc1nnc(C)c(=O)[nH]1
 : 8	4	-3	5	-0.1	-4	0.6	7
COc1ccc(CCNC(=O)CN(c2cc(C)cc(C)c2)S(=O)(=O)c2c(C)noc2C)cc1OC
 : -1	-4	7	-3	-0.1	-1	.	1
OCCNC(=S)Nc1ccc2nsnc2c1
 : -1	6	-8	-4	0.4	-1	0.0	0
CCNS(=O)(=O)c1ccc(NC(=S)N2CCc3ccccc32)cc1
 : 3	-2	-9	-5	0.3	4	.	16
CC=Cc1ccc2n(c1=O)C[C@@H]1[C@@H](CO)[C@H](C(=O)NCCOC)[C@H]2N1Cc1nccs1 (mixture of isomers)
 : 1	-7	4	-53	0.5	8	-0.3	-1
CC(=O)N/C(=C\c1ccccc1)C(=O)OC(C)C(=O)NCc1ccccc1 (configuration not stated)
 : -11	-4	4	0	0.0	-4	-0.6	0
COc1ccc(C(=O)C2CCCN(C(=O)CSC)C2)cc1OC (configuration not stated)
 : -10	1	11	-3	-0.1	1	0.3	-6
Cc1ccc(Cc2c(C)nc3nc(SCC(=O)NCCCN4CCCC4)nn3c2C)cc1
 : 4	6	28	-3	0.1	2	.	-5
COC(=O)c1cc(S(=O)(=O)NCCc2sccc2C)c[nH]1
 : .	-2	1	-1	0.6	-2	1.1	1
Cc1oc(-c2ccccc2Cl)nc1CS(=O)(=O)CC(=O)NC(C)c1ccccc1 (configuration not stated)
 : 2	2	-17	24	0.2	3	0.0	3
